Artemis inh – Artemis (human) endonuclease inhibition; AID 686954; recombinant Artemis, quenched FAM hairpin cleavage fluorescence; inhibition, % at 10 µM; Q96SD1; actives 0.78% (n = 30,000);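 active means at 10 µM dose, at least 30% inhibition, measured as corrected fluorescence normalized to stimulator and neutral control wells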
Target sequence (Q96SD1 whole entry, looked up): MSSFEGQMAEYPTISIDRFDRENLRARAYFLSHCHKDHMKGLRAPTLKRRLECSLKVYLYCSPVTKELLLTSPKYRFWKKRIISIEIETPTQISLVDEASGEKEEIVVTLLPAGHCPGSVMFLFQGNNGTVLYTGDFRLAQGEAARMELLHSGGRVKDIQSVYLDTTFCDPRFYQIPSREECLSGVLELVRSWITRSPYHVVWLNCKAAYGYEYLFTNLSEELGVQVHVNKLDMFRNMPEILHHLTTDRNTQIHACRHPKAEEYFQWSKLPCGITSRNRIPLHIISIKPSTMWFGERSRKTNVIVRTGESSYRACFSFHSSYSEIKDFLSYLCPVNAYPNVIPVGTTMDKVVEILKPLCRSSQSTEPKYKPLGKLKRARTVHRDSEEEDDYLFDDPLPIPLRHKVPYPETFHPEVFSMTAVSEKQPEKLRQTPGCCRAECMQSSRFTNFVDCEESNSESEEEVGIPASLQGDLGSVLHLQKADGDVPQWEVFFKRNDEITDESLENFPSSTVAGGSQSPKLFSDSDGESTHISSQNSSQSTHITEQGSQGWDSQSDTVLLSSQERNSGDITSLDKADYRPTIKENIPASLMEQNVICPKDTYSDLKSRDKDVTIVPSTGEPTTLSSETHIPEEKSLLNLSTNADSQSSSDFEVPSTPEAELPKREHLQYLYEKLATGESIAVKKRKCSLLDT
An asterisk follows results filed as active. These rows are one share of the data, so the mix of outcomes need not match the whole.

smiles,Artemis inh
CC(N=C1NS(=O)(=O)c2ccccc21)C(=O)NCc1ccc2c(c1)OCO2 (stereo not given),-1
CCC(C)c1ccc(-c2cc(C(=O)OCC(=O)Nc3cc(C)on3)c3ccccc3n2)cc1 (stereo not given),0
COc1ccc(Cc2nnc(NC(=O)Cc3cccs3)s2)cc1,11
CCCCn1c(SCC2CCCO2)nc2cc(S(N)(=O)=O)ccc21 (stereo not given),6
O=C(CC1OC(=O)c2ccccc21)Nc1ccccc1N1CCOCC1 (stereo not given),-17
Cc1ccccc1CN1C(=O)CSc2ccc(C(=O)N3CCOCC3)cc21,-8
CN=C(Nc1ccccc1OC)SC1CC(=O)N(c2ccc(C(=O)OC)cc2)C1=O (stereo not given),-5
CC(C)=CCCC(C)NC(=O)NC1CCCCC1 (stereo not given),-7
O=c1[nH]c(CS(=O)(=O)c2ccccc2)nc2ccccc12,-5
O=C(Cn1[nH]c(=O)c2ccccc2c1=O)OCC(=O)N(Cc1ccccc1)Cc1ccccc1,2

Copied from the entries so far for reference:
smiles,Artemis inh
CCCCn1c(SCC2CCCO2)nc2cc(S(N)(=O)=O)ccc21 (stereo not given),6
O=C(CC1OC(=O)c2ccccc21)Nc1ccccc1N1CCOCC1 (stereo not given),-17
Cc1ccccc1CN1C(=O)CSc2ccc(C(=O)N3CCOCC3)cc21,-8
CN=C(Nc1ccccc1OC)SC1CC(=O)N(c2ccc(C(=O)OC)cc2)C1=O (stereo not given),-5
CC(C)=CCCC(C)NC(=O)NC1CCCCC1 (stereo not given),-7
O=c1[nH]c(CS(=O)(=O)c2ccccc2)nc2ccccc12,-5
O=C(Cn1[nH]c(=O)c2ccccc2c1=O)OCC(=O)N(Cc1ccccc1)Cc1ccccc1,2

Carrying on:
smiles,Artemis inh
O=C1c2ccccc2C(=O)N1CCC(=O)N1CCCc2ccccc21,-5
Cc1cccc(NC(=S)N/N=C/c2cccc([N+](=O)[O-])c2)c1,-2
Cc1noc(C)c1COC(=O)COc1cccc2c1OC(C)(C)C2,-9
O=[N+]([O-])c1ccc(Cl)c(/C=N/N2CCN(Cc3ccccc3Cl)CC2)c1,-1
Cc1cc(C)n2c(SCc3c(C)noc3C)nnc2n1,-3
COc1ccc2[nH]c(=O)c(CNc3ccc(C)c(C)c3)cc2c1,20
CCOc1ccc(S(=O)(=O)N2CCN(c3ccccc3)CC2)c2cccnc12,2
O=C(CSCc1c(Cl)cccc1Cl)Nc1ccc2c(c1)OCO2,3
CCOC(=O)N1CCC(NC(=O)CC(NS(=O)(=O)c2ccc(C)cc2)c2ccco2)CC1 (stereo not given),-10
CC1(C)NC(=O)N(CC(O)COc2ccccc2C(=O)N2CCCCC2)C1=O (stereo not given),5
O=c1c(Cc2ccc(Cl)cc2Cl)c(O)ccn1Cc1ccc(Cl)cc1,11
Cc1cc(NC(=O)CCC(=O)N(Cc2ccco2)C(C(=O)NC2CCCCC2)c2ccccc2)no1 (stereo not given),-4
COC(=O)C(C(=O)OC)C(C(=O)OC)C(C(=O)OC)C(=O)OC,2
Cc1ccc(-c2cc(-c3nnc(SCC(=O)NCC(C)C)n3N)c3ccccc3n2)cc1,-2
CC(C)CC(=O)NC1(C(F)(F)F)C(=O)Nc2c1c(=O)[nH]c(=O)n2Cc1ccco1 (stereo not given),0
Cc1cc(OCC[N+]2(C)CCCCC2)nc2ccccc12,3
O=C1Cc2ccccc2Sc2ccc(Cl)cc21,0
O=C(c1cccc(C(=O)N2CCN(c3ncccn3)CC2)c1)N1CCN(c2ncccn2)CC1,2
CCCCN(C)CCCNC(=O)c1ccc2c(c1)NC(=O)C(N1CCOCC1)S2 (stereo not given),-2
O=C(N/N=C/c1cccc(F)c1)c1cc(-c2ccco2)nc2ccccc12,21
CC(C)(C)N1C(=O)c2ccc(C(=O)Nc3nccs3)cc2C1=O,1
CC(=O)NC1=C(C#N)C(c2ccccc2)c2c(ccc3ccccc23)O1 (stereo not given),5
Cn1c(N)c(C(=O)COC(=O)CCc2c[nH]c3ccccc23)c(=O)n(C)c1=O,-3
O=C(Cc1ccccc1)NC(Nc1cccc2ccccc12)C(Cl)(Cl)Cl (stereo not given),-1
COc1ccc(OC)c(C2C3CN(C(C)C)CC=C3C(C#N)=C(N)C2(C#N)C#N)c1 (stereo not given),10
O=C(CSc1nnc(CNc2cccc(C(F)(F)F)c2)n1Cc1ccco1)NCc1ccco1,4
O=C(O)C1CC=CCC1C(=O)Nc1ccccc1C(=O)N1CCN(c2ccccc2)CC1 (stereo not given),12
Cc1ccc(Cn2ccc(NC(=O)c3nn(C)cc3Cl)n2)cc1,0
O=S(=O)(c1ccc(N2CCN(CCO)CC2)nc1)N1CCCCC1,-6
O=C(NCC1CCCO1)c1cc(-c2ccncc2)nc2ccc(S(=O)(=O)N3CCOCC3)cc12 (stereo not given),-3
CCOC(=O)C1=C(O)/C(=C\c2ccc(CNC(=O)C(=O)Nc3ccccc3)o2)N=C1C,26
Cc1ccnc2nc(C(=O)NCCc3ccc(F)cc3)nn12,4
O=C(OCC1OC(n2ccc(=O)[nH]c2=O)C(O)C1OC(=O)c1ccccc1)c1ccccc1 (stereo not given),-2
N#Cc1cn(CCOc2ccc(F)cc2)c2ccccc12,0
O=C(O)CCCN=CC1=C(O)C(C(=O)c2ccccc2)CCC1=O (stereo not given),3
COc1cc(NC(=O)c2cccs2)c(C(=O)OCC(=O)NCc2ccccc2)cc1OC,4
CCOC(=O)CCS(=O)(=O)c1nc(-c2ccccc2)cc(C(F)(F)F)n1,3
CCOC(=O)C1=C(c2ccccc2)N=C2SCC(=O)N2C1c1cccc(OC)c1 (stereo not given),-3
CC(=O)/C=C(\C)Nc1ccc(-c2cnc(-c3ccccc3)o2)cc1,-2
O=C1CCCN1c1ccc(S(=O)(=O)Oc2cccc(Cl)c2)cc1[N+](=O)[O-],-4

Overlap with the part before: 6 entries; new compounds follow.
smiles,Artemis inh
O=C(O)CCCN=CC1=C(O)C(C(=O)c2ccccc2)CCC1=O (stereo not given),3
COc1cc(NC(=O)c2cccs2)c(C(=O)OCC(=O)NCc2ccccc2)cc1OC,4
CCOC(=O)CCS(=O)(=O)c1nc(-c2ccccc2)cc(C(F)(F)F)n1,3
CCOC(=O)C1=C(c2ccccc2)N=C2SCC(=O)N2C1c1cccc(OC)c1 (stereo not given),-3
CC(=O)/C=C(\C)Nc1ccc(-c2cnc(-c3ccccc3)o2)cc1,-2
O=C1CCCN1c1ccc(S(=O)(=O)Oc2cccc(Cl)c2)cc1[N+](=O)[O-],-4
COc1cc2c(cc1OC)C1=NC(=O)CN1C(SCc1ccc(C)cc1)=N2,3
CC(C)CCn1nnnc1C(c1ccccc1F)N1CCC(C(N)=O)CC1 (stereo not given),-1
CCCCCOc1ccc(C(=O)NCC(=O)NCC(=O)OCC)cc1,-5
COc1cccc(N2CCN(C(=O)NC3CCCCC3)CC2)c1,-7
O=C(O)CC(C(=O)OCCOc1ccccc1)N1CCOCC1 (stereo not given),1
CC(C)CC(c1nnnn1C1CCCC1)N1CCN(C(=O)c2ccco2)CC1 (stereo not given),-8
CCOC(=O)CNC(=O)c1cccnc1,-3
COc1ccc(/C(O)=C2/C(=O)C(=O)N(c3nc(C)c(C)s3)C2c2ccco2)cc1 (stereo not given),8
COc1ccc(CN=CC2=C(O)CNC2=O)cc1,-10
O=C(COc1ccc(S(=O)(=O)NC2CCCCC2)cc1Cl)NCC1CCCO1 (stereo not given),-3
C=CCN(CC=C)S(=O)(=O)c1ccc(NC(=S)NC(=O)c2ccc(-c3ccccc3)cc2)cc1,4
O=C(CN1CCN(CC(=O)Nc2ccc3c(c2)OCO3)CC1)Nc1ccc(F)cc1,-1
O=C(Nc1ccc2oc(-c3ccncc3)nc2c1)c1cccs1,-1
Cc1cccc(/C=c2\s/c(=C\C(=O)C(C)(C)C)[nH]c2=O)c1,5
Cc1c(C(=O)O)oc2ccc(S(=O)(=O)N3CC(C)CC(C)C3)cc12 (stereo not given),-1
O=C(CSc1nc2[nH]ncc2c(=O)n1-c1ccccc1)c1ccc2c(c1)OCCO2,10
CCCOC(=O)c1ccc(Oc2c(-c3ccc(O)cc3O)n[nH]c2C)cc1,1
O=C(NC1CCCCC1)NC1(C(=O)N2CCN3CCCC3C2)CCCCC1 (stereo not given),-3
Cc1ccc2nc(NC(=O)CSCc3ccccc3)sc2c1,-5
COc1ccc(N2C(=O)CC(N3CCOCC3)C2=O)cc1 (stereo not given),-4
CCc1nnc(SCC(=O)Nc2ccc3c(c2)OCO3)o1,-10
CCN(C(=O)c1cnc(N2CCN(c3ncccn3)CC2)c2ccccc12)c1cccc(Cl)c1,0
Cc1noc(C)c1S(=O)(=O)NCCc1ccc(S(N)(=O)=O)cc1,2
CCn1cc([N+](=O)[O-])c(C(=O)N2N=C(c3ccc4ccccc4c3)CC2c2ccccc2O)n1 (stereo not given),13
CCOc1ccccc1C1CC(=O)NC(SCC(=O)Nc2nccs2)=C1C#N (stereo not given),-1
COc1ccc(C2C(C#N)=C(/N=C/N3CCN(C)CC3)OC3=C2C(=O)CC(C)(C)C3)cc1 (stereo not given),2
Cc1nc2sc(C(c3ccc(Br)cc3)N3CC(C)OC(C)C3)c(O)n2n1 (stereo not given),2
COc1ccc(OC)c(-n2c(O)cnc2Nc2nc(C)cc(C)n2)c1,-3
Cc1ccc(NC(=O)CN2CCN(c3ccccn3)CC2)c(Cl)c1,-5
C=C(C)COc1ccc(-c2ncncc2Oc2ccc(OC)cc2)c(O)c1,1
CC1(C)SCC(C(=O)O)N1C=O (stereo not given),7
CCOc1cc(N2CCOCC2)c(OCC)cc1NC(=O)COc1cccc2cccnc12,7
Cc1nc(Nc2cccc(C(F)(F)F)c2)nc2c1C(=O)CC(C)C2 (stereo not given),-5
Cc1ccc(C(=O)/C=C/Nc2ccccc2C(N)=O)cc1,6
N#CC1=C(N2CCCCC2)c2cc3c(n2C1=O)CCCC3,3
C=C(C)Cn1c(C)cc(C)c(S(=O)(=O)c2ccccc2C)c1=O,3
COc1ccccc1N1CCN(CC(=O)Nc2cccc(F)c2)CC1,1
COCCCNC(=O)C12CCC(C)(C(=O)C1)C2(C)C (stereo not given),8
O=C(Cn1ncnn1)OCc1ccccc1Cl,5
CCCC(=O)Nc1ccc(N2CCOCC2)cc1,-13
CCN(CC)CCCNC(=O)N[C@@H](Cc1ccccc1)C(=O)O,-2
CCC(=O)Nc1ccc(NC(=O)c2ccccn2)cn1,-3
CCOC(=O)C1=C(N)OC2=C(C(=O)CC(C)(C)C2)C1c1cccs1 (stereo not given),-14
COC(=O)c1ccc(C(=O)OC)c(NC(=O)CSc2nc(-c3ccco3)cc(C(F)(F)F)n2)c1,7
Cc1ccc2nc(NCCCO)nc(-c3ccccc3)c2c1,-5
COCCCn1c(C)nc2c(c1=O)c1nc3ccccc3nc1n2CCc1ccccc1,19
Cc1ccc(Oc2ccc(-c3nc(N)nc(N)n3)cc2)cc1,2
CC(OC(=O)C1CCN(S(=O)(=O)c2ccc(Cl)cc2)CC1)C(=O)N1CCc2ccccc21 (stereo not given),1
Cc1cccc(-c2cc(C(=O)Nc3ccc4c(c3)OCCO4)c3ccccc3n2)c1,-1
O=c1oc2c(CN3CCOCC3)c(O)c(Cl)cc2c2c1CCCC2,-5

Next results.
smiles,Artemis inh
NC(=O)c1cc(-c2ccccc2)nc(N2CCOCC2)n1,9
CCC(C)NC(=O)C1CCC(=O)N1Cc1ccc(C)cc1 (stereo not given),-5
CC1Cc2nc(SCC(=O)Nc3ccc(F)cc3)n(C)c(=O)c2S1 (stereo not given),1
c1ccc(Oc2cccc(OCCn3cncn3)c2)cc1,2
O=C(O)C(Cc1cc2ccccc2[nH]1)N1C(=O)C2CC=C(Cl)CC2C1=O (stereo not given),8
O=C(Nc1ccc2nc(-c3cccs3)[nH]c2c1)c1cccs1,5
Cc1cc(NC(=O)COC(=O)C2CCN(C(=O)c3ccc(Cl)cc3)CC2)no1,-4
Cc1oc2cc(O)ccc2c(=O)c1Oc1ccccc1,-7
N#C/C(=C\c1c(N2CCC(C(N)=O)CC2)nc2ccccn2c1=O)S(=O)(=O)c1ccccc1,-3
CCSc1ncc(/C=N/Nc2ccc(Cl)cc2)n1C,3
COC(=O)C(=O)Nc1nnc(COc2ccccc2)s1,-1
CCCN1C(=O)C(O)(C2CC(=O)CC(C)(C)O2)c2ccccc21 (stereo not given),-2
Cc1ccc(Nc2cccccc2=O)cc1,-5
COCC(C)NCc1cccc(C)c1 (stereo not given),2
O=C(c1ccccc1)c1nc[nH]c1C(=O)Nc1ccccn1,3
O=C(CN1CCN(c2ccccc2F)CC1)Nc1ccccc1F,-4
CC(C)Cc1nc(N2CCOCC2)c(C#N)c2c1COC(C)(C)C2,-11
CCOC(=O)CN1N=C(/C=C/c2ccccc2)CCC1=O,-5
COc1ccc2nc(NC3=NCCC3)sc2c1,-8
COc1ccc(C(c2nnnn2C2CCCC2)N2CCN(C3CCCC3)CC2)cc1OC (stereo not given),-1
CCn1c2ccccc2c2cc(NC(=O)C(C)Oc3ccc(OC)cc3)ccc21 (stereo not given),8
CCCN(Cc1cc2ccc(C)cc2[nH]c1=O)C(=O)c1ccccn1,7
N/C(Cc1ccc(Cl)cc1)=N\OC(=O)c1ccccc1,-6
COc1nc(NCCN2CCOCC2)nc(Nc2ccccc2)n1,-6
Cc1nc(C)c(C(=O)C2=C(O)C(=O)N(CCCn3ccnc3)C2c2ccccc2)s1 (stereo not given),0
CCC(=O)Nc1ccc(N2CCN(Cc3ccccc3)CC2)cc1,11
COc1ccc(C(=O)Nc2nc(-c3ccc([N+](=O)[O-])cc3)c(-c3ccccc3)s2)cc1,4
COc1ccc(-c2nn(-c3ccccc3)cc2C(=O)Nc2nc(CC(C)=O)ns2)cc1,46*

Compound activity as filed in PubChem.
